CHO-K1 Ca ag: counter-screen for M1 agonists: effect in parental CHO-K1 cells; Fluo-8 calcium fluorescence; scaled to maximal ATP response, vehicle zero; activation, % at 3 µM; hit rate 0.48% among 360,000; AID 602248; in the data active means activation above about 15%;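 further: untransfected CHO-K1 host cells lacking M1 receptor as counterscreen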
CHRM5 agonist: agonists of human muscarinic M5 receptor (CHRM5); P08912; CHO-K1 hM5 cells, Fluo-8 calcium fluorescence; 0% DMSO wells, 100% maximal acetylcholine response; activation, % at 3 µM; hit rate 0.19% among 360,000;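 active means activation above the run's mean over test compounds plus 3 SD, cut at about 23% in these data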;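 further: signal is peak over basal fluorescence ratio across the kinetic read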
Target sequence (P08912 whole entry, looked up): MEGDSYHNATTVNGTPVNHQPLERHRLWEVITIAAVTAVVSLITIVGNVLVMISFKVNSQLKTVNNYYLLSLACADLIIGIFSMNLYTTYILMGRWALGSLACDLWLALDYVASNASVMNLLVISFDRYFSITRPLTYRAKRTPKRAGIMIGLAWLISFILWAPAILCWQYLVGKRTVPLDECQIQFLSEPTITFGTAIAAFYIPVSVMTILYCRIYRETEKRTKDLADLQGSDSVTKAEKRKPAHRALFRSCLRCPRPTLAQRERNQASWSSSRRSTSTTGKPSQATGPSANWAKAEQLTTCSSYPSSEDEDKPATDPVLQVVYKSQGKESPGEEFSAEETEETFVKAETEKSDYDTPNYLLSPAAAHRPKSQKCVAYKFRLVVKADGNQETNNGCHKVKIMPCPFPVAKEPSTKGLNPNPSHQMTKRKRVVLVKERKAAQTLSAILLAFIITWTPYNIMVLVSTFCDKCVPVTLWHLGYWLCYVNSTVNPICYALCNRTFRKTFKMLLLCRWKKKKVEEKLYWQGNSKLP
M4 antag: CHRM4 antagonism in calcium assay; inhibition, % at 3 µM; P08173; hit rate 0.73% among 360,000; AID 624125; CHO-hM4 cells, ACh EC80, Fluo-8 calcium fluorescence;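 active means inhibition above its plate's cutoff, the mean inhibition of sample wells plus 3 SD, cut at about 27% in these data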;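 further: 0% = acetylcholine EC80 with DMSO and 100% = DMSO without agonist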
Target sequence (P08173 whole entry, looked up): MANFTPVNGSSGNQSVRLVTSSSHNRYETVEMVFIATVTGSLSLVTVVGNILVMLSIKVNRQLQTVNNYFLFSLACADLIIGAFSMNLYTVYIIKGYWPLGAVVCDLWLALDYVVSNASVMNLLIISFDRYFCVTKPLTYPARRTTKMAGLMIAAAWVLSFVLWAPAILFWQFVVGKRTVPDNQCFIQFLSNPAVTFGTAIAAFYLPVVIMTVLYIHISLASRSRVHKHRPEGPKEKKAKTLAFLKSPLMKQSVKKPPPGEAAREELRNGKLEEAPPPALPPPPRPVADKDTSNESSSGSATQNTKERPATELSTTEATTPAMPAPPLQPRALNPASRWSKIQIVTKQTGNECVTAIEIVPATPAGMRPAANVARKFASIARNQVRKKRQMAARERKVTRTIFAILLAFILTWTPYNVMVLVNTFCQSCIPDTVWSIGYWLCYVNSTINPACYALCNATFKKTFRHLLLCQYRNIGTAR
CHRM5 PAM: positive allosteric modulators of human muscarinic M5 receptor. AID 624038. activation, % at 3 µM. CHO-K1 hM5, Fluo-8 calcium, ACh EC20 PAM; 0% = ACh EC20, 100% = ACh EC100. hit rate 0.3% among 360,000;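 active means activation above the run cutoff, the mean activation of all test compounds plus 3 SD, cut at about 18% in these data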
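System: CHO-K1 hM5 cells. Reagent: acetylcholine, EC20 level. Compound dosing: single dose, 3 µM nominal final test concentration. Timing: Post-acetylcholine fluorescence recording 140 s. Detection: Fluo-8 calcium fluorescence. Read-out: % activation, ACh-normalized. Benchmarks: ACh EC20 and EC100 wells. Repeats: singlicate, one well per test compound.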
CHO-K1 Ca PAM: nonselective activator or artifact in parental CHO-K1 calcium assay; hit rate 0.02% among 360,000; activation, % at 3 µM; ATP EC20, Fluo-8 calcium fluorescence; 0% at ATP EC20, 100% at ATP max; AID 602247;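 active means activation above the run cutoff, the mean activation of all test compounds plus 3 SD, cut at about 40% in these data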;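 further: peak over basal fluorescence ratio in a 140 s read after ATP addition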
CHO-K1 Ca antag: M1 antagonist counterscreen hit in parental CHO-K1 cells | hit rate 0.6% among 360,000 | inhibition, % at 3 µM | ATP-induced calcium, Fluo-8 fluorescence | AID 602250;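 active means inhibition above a per-plate cutoff, the plate's mean sample inhibition plus 3 SD, cut at about 24% in these data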;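 further: 0% = DMSO plus EC80 ATP and 100% = DMSO alone without ATP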
CHRM4 PAM: positive allosteric modulators of human muscarinic M4 receptor. P08173. CHO-K1 hM4/Gqi5, Fluo-8 calcium fluorescence, ACh EC20; 0% = ACh EC20, 100% = maximal ACh. activation, % at 3 µM. hit rate 0.4% among 360,000. AID 624126;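 active means activation above its plate's cutoff, the mean activation of sample wells plus 3 SD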; further: some results filed as inactive read as strong as hits
M5 antag: antagonists of human muscarinic M5 receptor (CHRM5). P08912. CHO-hM5 cells, Fluo-8 calcium fluorescence, ACh EC80. inhibition, % at 3 µM. hit rate 0.59% among 360,000;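 active means inhibition above a per-plate cutoff, the mean of that plate's test compounds plus 3 SD, cut at about 27% in these data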;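 further: 0% = acetylcholine EC80 with DMSO and 100% = DMSO without agonist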
CHRM4 agonist: agonists of human muscarinic M4 receptor (CHRM4). CHO-K1 hM4/Gqi5, Fluo-8 calcium fluorescence; vehicle 0%, full acetylcholine response 100%. activation, % at 3 µM. hit rate 0.14% among 360,000;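 active means activation above the run mean over all test wells plus 3 SD, cut at about 32% in these data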;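 further: peak over basal fluorescence ratio per well then scaled between controls; 0% = DMSO wells and 100% = acetylcholine at EC100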
Numbers without * were called inactive.

SMILES	CHO-K1 Ca ag	CHRM5 agonist	M4 antag	CHRM5 PAM	CHO-K1 Ca PAM	CHO-K1 Ca antag	CHRM4 PAM	M5 antag	CHRM4 agonist
CN(CC(=O)Nc1ccccc1Cl)C(=O)Cn1nnc(-c2ccc(F)cc2)n1	1.1	-3	-23	-1	-7	-1	2	3	6
Cc1ccc(S(=O)(=O)N2CCCCC2)cc1NC(=O)c1ccc2c(c1)OCO2	3.4	0	6	-5	17	-10	-5	7	4
COc1ccccc1NC(=O)c1ccc(-c2ccc(Br)cc2)o1	-0.2	-4	13	-5	-11	13	-2	10	-1
CCCCCCC1/C(=N/O)CCC1C(=O)OC (centres undefined)	0.4	-6	-7	-10	-2	2	3	9	0
CCN1CCN(c2ccc(NC(=O)c3ccc4c(c3)[nH]c(=O)n4Cc3ccc(F)cc3)cc2)CC1	0.4	-4	4	-2	23	-11	-3	4	0
COc1ccc(CN2C(=O)C(C)Oc3ccccc32)cc1 (centres undefined)	-0.7	-19	-25	-1	7	7	3	-17	0
COc1ccc(C)cc1S(=O)(=O)N(C)CC(=O)NC1CC1	0.0	-1	-4	2	19	-12	14	-6	1
O=C(CCc1ccccc1)NC(=S)Nc1ccc2c(c1)C(=O)OC2	16*	-4	-5	-2	3	6	5	8	0
CCOc1ccc(C(=O)NC(=S)Nc2ccccn2)cc1[N+](=O)[O-]	-0.5	-3	-10	0	-1	12	7	-5	2
Cc1cc(Cl)ccc1OCc1nnc2n1CCCCC2	0.9	-4	0	-3	16	-18	3	-1	1
O=C1CC(c2cccc(Br)c2)C2=C(CCCC2=O)N1 (centres undefined)	0.6	-1	10	-1	2	-5	9	7	2
O=C(Nc1ccc(Cl)cc1)N(CCCN1CCOCC1)Cc1cccs1	1.5	0	-5	-3	-4	3	-6	3	8
CCOC(=O)C(=CNc1ccc(Oc2cncc(Cl)c2)nc1)C(=O)OCC	-0.9	0	6	16	-25	14	10	0	-3
NC(=O)Nc1ccc(C(=O)OCC(=O)Nc2cccc(S(=O)(=O)NC3=NCCC3)c2)cc1	0.2	3	2	5	11	-16	9	1	2
CC(=O)Nc1ccc(NC(=O)c2nc(S(=O)(=O)Cc3ccccc3)ncc2Cl)cc1	-0.2	-2	14	7	-6	-6	-3	-7	0
CCCSc1cc(=O)n(-c2ccc(F)cc2)nc1C(=O)OCC	1.5	-3	-2	-11	-1	12	-2	22	11
Cc1ccc(C(=O)c2cn(-c3ccc(F)c(Cl)c3)nn2)cc1	1.1	4	-3	14	21	-12	21	-17	0
Cc1ccc(OCC(=O)Nc2ccc3oc(=O)ccc3c2)cc1C	4.5	1	3	-1	-22	15	-10	9	9
CC1CCCCC1NC(=O)c1cc(S(=O)(=O)N2CCCCC2)ccc1N1CCOCC1 (centres undefined)	-0.2	1	0	1	14	-17	5	2	1
COc1ccc(C2CC(c3ccc(Cl)cc3)n3nc(N)nc3N2)cc1 (centres undefined)	1.3	3	-3	3	22	-6	6	1	3

Record cards, as listed above. Order of screens: CHO-K1 Ca ag	CHRM5 agonist	M4 antag	CHRM5 PAM	CHO-K1 Ca PAM	CHO-K1 Ca antag	CHRM4 PAM	M5 antag	CHRM4 agonist
Cc1ccc(OCC(=O)Nc2ccc3oc(=O)ccc3c2)cc1C is listed as 4.5	1	3	-1	-22	15	-10	9	9
Cc1ccc(S(=O)(=O)N2CCCCC2)cc1NC(=O)c1ccc2c(c1)OCO2 is listed as 3.4	0	6	-5	17	-10	-5	7	4

New compounds follow:
SMILES	CHO-K1 Ca ag	CHRM5 agonist	M4 antag	CHRM5 PAM	CHO-K1 Ca PAM	CHO-K1 Ca antag	CHRM4 PAM	M5 antag	CHRM4 agonist
CC(C)C(Nc1ccc(C(F)(F)F)cc1[N+](=O)[O-])C(=O)O (centres undefined)	0.8	-1	-8	-5	18	-10	-2	11	0
OCC(O)CN(c1ccccc1)c1ccccc1 (centres undefined)	0.7	-4	0	5	-5	-12	5	2	2
O=C(C1COc2ccccc2O1)N1CCOCC1 (centres undefined)	1.1	-3	4	5	18	-9	2	-1	0
CCNC(=O)C1CCCN(C(=O)c2cc(OC)c(OC)c(OC)c2)CC1 (centres undefined)	0.7	0	-10	3	14	0	6	-4	1
Cc1ccc(O)c(NC(=O)c2cc(-c3ccccc3)on2)c1	-0.4	-2	-8	2	19	-26	-4	-15	0
O=S(=O)(NCCc1ccncc1)c1ccc(F)cc1	0.2	-5	-8	2	-2	0	0	6	1
O=C(c1cc(F)c(F)cc1Cl)N1CCCc2ccccc21	-0.1	-15	-9	4	5	-3	-6	9	-1
CC1(C(=O)N/N=C/c2cc3c(cc2Br)OCO3)CC1(Br)Br (centres undefined)	0.0	-3	-9	-9	25	-11	4	21	1
O=C(NN=Cc1c(O)ccc2ccccc12)c1ccncc1	7.8	46*	-3	-19	-8	4	-2	9	11
O=C(CN1C(=O)c2ccccc2C1=O)N1CCN(c2ccccc2)CC1	3.4	-3	-9	6	22	-4	7	3	1
O=C(Nc1ccc(F)cc1)NC1CCN(Cc2nnnn2Cc2ccco2)CC1	3.0	4	3	-2	20	-12	-3	7	2
COc1ccc(Cc2nc3ccc(C(=O)NCC(C)(C)OC)cc3o2)cc1	0.5	2	-10	0	-19	-4	6	7	1
CCOC(=O)C1=CCN(S(=O)(=O)c2ccc(F)cc2)C1c1ccc(C)cc1 (centres undefined)	1.4	-4	-5	-12	12	10	-11	9	5
O=C(c1ccc(S(=O)(=O)Nc2ccccc2F)cc1)N1CCC1	0.4	-1	5	-1	5	-10	2	0	0
COc1ccccc1NC(=O)CN(C)S(=O)(=O)c1ccc2c(c1)CCC(=O)N2	0.7	0	-6	-6	4	-1	-6	2	1
O=S(=O)(c1ccc(NCCOCCO)nc1)N1CCCCC1	0.0	2	2	0	0	2	4	10	1
O=C(COC(=O)CCc1nc2ccccc2s1)Nc1nc(-c2ccccc2)cs1	3.0	-2	-8	-6	12	3	-5	-9	6
COc1ccccc1C(=O)N1CCN(CCc2ccccc2)CC1	0.4	-6	1	3	20	-5	0	4	2
CCN(CC(=O)Nc1ccc(NC(C)=O)cc1)C(=O)CCCc1c[nH]c2ccccc12	-0.2	3	-13	-1	-1	6	11	3	2
CN1CCN(NC(=O)c2cn(-c3ccccc3)nc2-c2cccc(Br)c2)CC1	1.2	-5	-2	-12	8	-9	-3	6	5
Cc1ccc(CNc2ncc(-c3ccc4c(c3)OCO4)n2C)cc1	1.4	-7	28*	-12	15	0	-28	5	0
Cc1cccc(-c2nsc(SCC(=O)NCc3ccco3)n2)c1	1.4	0	-8	7	6	-15	0	-5	3
C=CCn1c(N)cc(=O)nc1SCC(=O)Nc1ccc2ccccc2c1	-0.2	-1	-5	2	8	-10	0	2	0
Cc1cccc(NC(=O)c2cc(S(=O)(=O)N(C)c3ccc(F)cc3)ccc2Cl)n1	2.0	-2	-3	0	15	3	-6	-1	7
O=C(Nc1cccc(Cl)c1Cl)c1cc(S(=O)(=O)NCCc2ccccc2)ccc1F	2.0	0	1	-4	23	-9	-3	-6	1
COc1ccc(CNC(=O)c2cccnc2Sc2ccc(Cl)cc2)cc1	2.5	-5	-5	-2	8	-9	-9	8	1
O=C(Nc1cccc(-c2nc3ccccc3s2)c1)C1=COCCO1	2.6	-1	5	-11	4	4	-6	6	9
CCc1cccc(CC)c1NC(=S)Nc1ccc2cn[nH]c2c1	1.9	-2	0	0	29	-17	-3	7	1
CCN(CC)S(=O)(=O)c1cc(NC(=O)CSc2nnc(N)s2)ccc1C	0.9	1	14	0	16	-18	-2	1	1
Cc1nnc2n1NC(c1ccc(Cl)cc1)C(C(=O)N1CCC(C)CC1)S2 (centres undefined)	1.0	-2	1	2	18	-7	0	1	0
Cc1ccc(NC(=O)C2(NC(=O)c3ccccn3)CCCCC2)cc1Br	-0.1	1	-9	7	22	-5	2	-6	0
COc1ccc(C(=O)Nc2cnc(NC(=O)c3cccs3)cc2C)cc1	1.5	1	-12	6	3	-4	5	-12	5
Cc1ccccc1CN1C(=O)Nc2ccccc2C(=O)N1C(C)(C)C	0.2	-4	-3	50*	-6	6	8	-4	0
Cc1cccc(C)c1NC(=O)C1(C)CCC(=O)N1C1CC1 (centres undefined)	8.3	2	-7	-7	7	21	2	10	0
Cc1ccc(C)c(/C(O)=C2/C(=O)C(=O)N(CCN3CCOCC3)C2c2ccco2)c1 (centres undefined)	0.5	-4	-1	-2	16	-9	2	4	0
Cc1c(Cl)c([N+](=O)[O-])nn1CC(=O)Nc1c(C)n(C)n(-c2ccccc2)c1=O	1.6	-7	-8	-4	11	-2	5	6	0
CC(C)CNC(=O)NC1(C(F)(F)F)Oc2ccccc2O1	1.4	2	1	5	10	-7	-2	0	4
CC(C)NC(=O)N(C)C[C@H]1Oc2c(NS(=O)(=O)c3ccc(F)cc3)cccc2C(=O)N([C@H](C)CO)C[C@@H]1C	0.1	0	-3	5	16	-8	2	13	2
CSc1ccc(C#N)cc1NC(=O)c1cccc(Cl)c1	-0.2	-7	2	-1	13	-18	0	-6	0
COc1cc(C(=O)NCCSc2ccccc2)cc(OC)c1OC	2.4	3	0	4	8	1	-10	2	4
Cc1ccc(NC(=O)CSCC(=O)Nc2ccccc2N2CCCCC2)cc1	-0.6	-5	-1	-1	6	9	-2	7	1
O=C(CSc1ccccn1)Nc1ccc(Cl)c([N+](=O)[O-])c1	1.5	3	-8	8	10	-2	3	6	3
CCn1c(=O)c(CCC(=O)N2CCN(c3ccccn3)CC2)c(C)c2c(C)nn(-c3cccc(C)c3)c21	1.0	-3	2	0	10	-8	5	-5	1
CCCCCCSc1nc(O)c(C2OC(=O)c3c2ccc(OC)c3OC)c(=O)n1-c1ccccc1 (centres undefined)	-0.2	-4	-6	0	12	-4	-1	-1	0
O=C(CCCCCN1C(=O)c2ccccc2C1=O)Nc1ccc(C(=O)O)cc1	1.0	-2	5	-3	-7	-2	-5	9	3
CC(C)Cc1nc(N2CCN(C(=O)C(C)C)CC2)c(C#N)c2c1CCC2	0.6	6	6	4	25	-17	-6	-3	-1
CSc1ccc(S(=O)(=O)NCCCOC(C)C)cc1	0.8	-1	-10	-6	13	-5	3	-3	2
CCCCN(CCCC)c1nc(-c2ccncc2)nc2ccccc12	1.0	5	-9	-2	3	-7	2	-1	5
COc1cccc(CN(C)C[C@@H]2OCc3ccccc3-c3c(n(C)c4ccccc34)C(=O)N([C@@H](C)CO)C[C@H]2C)c1	-0.1	-1	-18	5	3	10	5	-14	-1
Cc1cc(C(=O)OCC(=O)NC(C)c2ccccc2)c(C)o1 (centres undefined)	0.4	-1	-6	2	16	-14	1	2	0
O=C1[C@@H]2CSCN2C(=O)CN1Cc1ccc(F)cc1	0.2	1	-4	7	0	-3	4	-4	1
COc1cc(/C(C)=N/NC(=S)NC(C)C)cc(OC)c1OC	0.0	-3	5	3	3	-3	12	1	0
O=C(COC(=O)CNC(=O)c1ccc(Cl)cc1Cl)NC(=O)NCc1ccccc1	1.3	3	-6	0	6	0	7	5	4
CCc1cc(C(=O)N=Nc2c(O)[nH]c3ccc([N+](=O)[O-])cc23)c2ccccc2n1	1.7	-2	-5	1	-3	1	-4	1	6

Screens as filed in PubChem.
